# LYPLA2 inh = LYPLA2 (human) inhibition in PME1 counter-screen; recombinant LYPLA2, FP-Rh probe fluorescence polarization; inhibition, % at 5.9 µM; 320,000 compounds, 0.38% hits; AID 2177;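 active = inhibition above the screen-wide mean plus 3 SD, limit set per campaign, cut at about 26% in these data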;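 note: 0% = LYPLA2 with DMSO and 100% = wells lacking LYPLA2 enzyme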
# Target sequence (O95372 whole entry, looked up): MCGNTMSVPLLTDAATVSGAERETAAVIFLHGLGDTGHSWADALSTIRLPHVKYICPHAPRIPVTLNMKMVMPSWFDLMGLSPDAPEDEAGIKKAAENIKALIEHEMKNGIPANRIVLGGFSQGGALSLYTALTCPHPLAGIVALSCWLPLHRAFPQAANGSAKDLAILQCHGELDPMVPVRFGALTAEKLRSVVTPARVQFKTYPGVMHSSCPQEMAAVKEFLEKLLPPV
# TPT1 inh = C. albicans TPT1 enzyme inhibition; 300,000 compounds, 0.81% hits; recombinant caTPT1, FP RNA substrate dephosphorylation; inhibition, % at 5 µM; AID 1962;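 active = inhibition above the mean of all tested compounds plus 3 SD, set per screening campaign, cut at about 24% in these data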;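 note: plate controls were DMSO alone for no effect and ferristatin control at 100 nM for full effect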
# PREPL inhibitor = inhibits the human prolyl oligopeptidase-like enzyme; Q4J6C6; recombinant PREPL, fluorescence polarization activity-based probe; inhibition, % at 5.96 µM; 320,000 compounds, 0.68% hits; AID 2751; in the data active = inhibition above about 43%;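 note: 0% = enzyme with DMSO and 100% = wells lacking enzyme; many of its hits are not listed in these tables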
# Fh CTSL1 inh = cathepsin L1 inhibition, PFM18AAP counter-screen; recombinant F. hepatica cathepsin L1, Z-Leu-Arg-MCA fluorescence; inhibition, % at 5.96 µM; 300,000 compounds, 0.49% hits;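 active = inhibition above the mean of all tested compounds plus 3 SD, set per screening campaign, cut at about 17% in these data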;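 note: 0% = plate median of test compound wells and 100% = 1 µM Z-Phe-Ala-diazomethylketone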
# PP5 inh = PP5 (human) phosphatase inhibition. purified PP5c, OMFP substrate fluorescence. 320,000 compounds, 0.18% hits. AID 1987. inhibition, % at 6.7 µM;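 active = inhibition above the campaign's mean inhibition across all tested compounds plus 3 SD, cut at about 9.5% in these data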;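 note: 0% = DMSO only and 100% = 100 µM cantharidin control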
# PP1 inh = PP1-alpha (human) inhibition in PP5 counter-screen | P62136 | purified PP1alpha, OMFP fluorescence | inhibition, % at 6.7 µM | 320,000 compounds, 0.9% hits;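 active = inhibition above the mean inhibition of all tested compounds plus 3 SD, computed separately for each screening campaign, cut at about 15% in these data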
# HCV core dimer = blocks dimerization of HCV core protein | TR-FRET GST/Flag-core106 dimerization, 1536-well | inhibition, % at 5 µM | 300,000 compounds, 0.33% hits | AID 1899;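 active = inhibition above the mean of all tested compounds plus 3 SD, set per screening campaign, cut at about 45% in these data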
#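 test system = GST/Flag-tagged HCV core106 proteins | probe or stimulus = Eu donor and XL665 acceptor anti-tag antibodies | times = compound-protein-antibody incubation 4 h at 22.5 °C | signal = TR-FRET, excitation 340 nm, emission 617 and 671 nm | measure = percent inhibition of core106 dimerization signal | controls = wells lacking GST-core106 and wells with excess unlabelled core106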
# Efflux pump inh = inhibitors of Candida antifungal efflux pumps expressed in yeast. S. cerevisiae Candida pump triplex, Nile Red efflux. inhibition, % at 10 µM. 330,000 compounds, 0.44% hits. AID 485275;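 active = plate passing quality check with inhibition over a set limit, or well fluorescence over plate mean plus 4 SD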;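 note: Nile Red retained in pooled yeast measured as flow cytometry median fluorescence; 0% = buffer negative control and 100% = Enniatin B positive control; higher means more Nile Red kept so more efflux inhibition; some compounds called inactive have numbers as strong as hits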
# GASC-1 inh = inhibitors of human GASC-1 (JMJD2C) demethylase. Q9H3R0. GST-JMJD2C(1-420) H3K9me3 demethylation, DELFIA europium. inhibition, % at 2.35 µM. 330,000 compounds, 0.069% hits;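 active = more than half of a compound's replicate wells show inhibition beyond 50%, single wells judged on their own value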;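 note: signal counts dimethyl H3K9 product captured on neutravidin plate; 0% = median of DMSO wells and 100% = 0.3 times that DMSO median; strong numbers were not always called active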
# Target sequence (Q9H3R0 1-420 limits assumed): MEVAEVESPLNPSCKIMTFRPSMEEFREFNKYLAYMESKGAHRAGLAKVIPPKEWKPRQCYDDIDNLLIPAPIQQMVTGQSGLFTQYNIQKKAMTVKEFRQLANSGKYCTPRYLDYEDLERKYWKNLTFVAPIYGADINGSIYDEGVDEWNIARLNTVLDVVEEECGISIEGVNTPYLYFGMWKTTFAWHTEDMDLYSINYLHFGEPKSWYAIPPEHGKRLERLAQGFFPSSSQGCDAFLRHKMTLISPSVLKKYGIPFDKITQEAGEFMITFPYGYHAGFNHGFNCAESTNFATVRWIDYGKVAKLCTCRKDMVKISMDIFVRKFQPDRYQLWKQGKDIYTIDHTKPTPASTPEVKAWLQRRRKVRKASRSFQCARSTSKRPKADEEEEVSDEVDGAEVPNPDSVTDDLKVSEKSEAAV
# The depositor's hits bear a star. An excerpt; rates above refer to the full screens.
no.	Compound	LYPLA2 inh	TPT1 inh	PREPL inhibitor	Fh CTSL1 inh	PP5 inh
1	CCn1c(COc2ccccc2)nnc1SCC(=O)Nc1cc(C)ccc1OC	-4	-5	1	2	5.5
2	COc1cnn(-c2cc(Oc3ccc(C)cc3)ncn2)c(=O)c1Cl	4	-5	-7	-3	2.9
3	Cc1ccc(Oc2ccc(N)cc2)cc1	9	-1	12	-3	-2.3
4	COc1ccc(OCC(=O)NNC(=O)c2ccc3c(=O)n4c(nc3c2)CCC4)cc1	-12	3	0	-7	1.5
5	N#C/C(C(=O)N1CCCCC1)=C1/N=C(N)c2ccccc21	0	-1	-7	0	2.0
6	COc1ccc(CNC(=O)COc2ccc(OC)cc2)cc1	-4	-4	5	-2	0.4
7	COc1ccc2c(c1)C(C1C(=O)CCCC1=O)c1ccccc1O2 (stereo not given)	-10	-3	0	-1	-0.5
8	Cc1ccc(CCNC(=O)CCS(=O)(=O)c2ccc(Br)cc2)cc1	-1	-1	-36	-2	-0.1
9	O=C(Nc1ccccc1)N(CCc1ccncc1)C1CCCCC1	-3	-2	18	4	-1.2
10	CN(CCOc1ccc(Cl)cc1)C(=O)c1ccc2c(=O)n3c(nc2c1)CCC3	5	-1	3	3	-1.5
11	Cc1ccc(S(=O)(=O)NC(=O)N2CCCN(Cc3ccc(F)cc3)CC2)cc1	3	-21	-2	0	2.6
12	CCN1CCc2c(sc(NC(=O)C3CCCCC3)c2C(=O)OC)C1	-2	2	0	-8	4.8
13	CS(=O)(=O)N(CC(=O)N1CCCCCC1)c1cccc([N+](=O)[O-])c1	9	-3	-3	2	1.6
14	O=C(Nc1cccnc1)c1ccc(NS(=O)(=O)c2cc([N+](=O)[O-])ccc2Cl)cc1	-5	1	9	3	-0.6
15	COc1cccc(N2CCN(c3ccc4nnc(CCC(=O)Nc5cccc(C(C)=O)c5)n4n3)CC2)c1	2	-2	8	-1	1.0

no.	PP1 inh	HCV core dimer	Efflux pump inh	GASC-1 inh
1	-2	5	0.2	-7
2	1	-2	-0.1	8
3	1	-4	-0.2	-1
4	3	-2	0.0	-5
5	-3	1	0.1	-26
6	-3	-10	0.0	-8
7	1	1	0.0	1
8	-1	2	-0.1	-9
9	-1	-5	0.0	1
10	-2	-1	0.0	5
11	-6	-2	0.1	-4
12	-3	-19	0.4	-3
13	2	-8	0.0	18
14	1	7	0.0	6
15	-4	8	-0.1	-3

# (list continues)
no.	Compound	LYPLA2 inh	TPT1 inh	PREPL inhibitor	Fh CTSL1 inh	PP5 inh
16	O=C(CN(C(=O)CCC(=O)Nc1nccs1)c1ccc2c(c1)OCO2)NCc1ccc(F)cc1	2	1	-5	-1	0.1
17	CCC(=O)c1ccc(N2CCCCCC2)c(F)c1	4	4	2	2	3.1
18	CCCN(CCC)C(=O)Cc1coc2ccc3ccccc3c12	-4	-1	-6	2	1.2
19	O=C(Nc1nc2ccccc2s1)c1ccccc1	0	1	-1	-3	-0.9
20	CCOC(=O)CCC(=O)O[C@H]1[C@H](O[C@@H]2[C@@H](C)[C@H](O[C@H]3C[C@@](C)(OC)[C@@H](O)[C@H](C)O3)[C@@H](C)C(=O)O[C@H](CC)[C@@](C)(O)[C@H](O)[C@@H](C)C(=O)[C@H](C)C[C@@]2(C)O)O[C@H](C)C[C@@H]1N(C)C	2	-2	0	2	-2.3
21	COC(=O)c1cc(OC)c(OC)cc1NC(=O)c1cccc(OC)c1OC	-2	1	-7	-1	1.5
22	Nn1c(SCc2ccc(F)cc2)nnc1-c1ccccn1	-2	3	12	2	2.0
23	CN(C)S(=O)(=O)c1ccc(N2CCCC2)c(C(=O)NNC(=O)c2ccc(Br)cc2)c1	0	-2	7	0	0.7
24	C[N+](C)(CC#Cc1ccccc1)CC(=O)c1ccc(Cl)cc1	-1	-1	-32	4	0.8
25	O=C(Nc1ncc(C(F)(F)F)cc1Cl)c1ccc(S(=O)(=O)N2CCOCC2)cc1	4	-5	-6	-3	-0.7
26	C=CCOc1c(Br)cc(CNc2ccc3[nH]c(=O)[nH]c3c2)cc1OCC	-4	5	6	3	1.7

no.	PP1 inh	HCV core dimer	Efflux pump inh	GASC-1 inh
16	-1	10	0.3	-13
17	2	0	0.0	-1
18	3	14	-0.1	6
19	-2	-2	0.0	-2
20	1	7	-0.1	0
21	0	-3	-0.2	-2
22	-3	0	0.5	-30
23	-5	-3	-0.1	1
24	3	5	0.1	7
25	-5	3	-0.2	11
26	0	-13	0.1	-19

# Of the compounds above, five contain a Cl atom:
no.	Compound	LYPLA2 inh	TPT1 inh	PREPL inhibitor	Fh CTSL1 inh	PP5 inh
2	COc1cnn(-c2cc(Oc3ccc(C)cc3)ncn2)c(=O)c1Cl	4	-5	-7	-3	2.9
10	CN(CCOc1ccc(Cl)cc1)C(=O)c1ccc2c(=O)n3c(nc2c1)CCC3	5	-1	3	3	-1.5
14	O=C(Nc1cccnc1)c1ccc(NS(=O)(=O)c2cc([N+](=O)[O-])ccc2Cl)cc1	-5	1	9	3	-0.6
24	C[N+](C)(CC#Cc1ccccc1)CC(=O)c1ccc(Cl)cc1	-1	-1	-32	4	0.8
25	O=C(Nc1ncc(C(F)(F)F)cc1Cl)c1ccc(S(=O)(=O)N2CCOCC2)cc1	4	-5	-6	-3	-0.7

no.	PP1 inh	HCV core dimer	Efflux pump inh	GASC-1 inh
2	1	-2	-0.1	8
10	-2	-1	0.0	5
14	1	7	0.0	6
24	3	5	0.1	7
25	-5	3	-0.2	11
